# KB-V1 cytotox: KB-V1 MDR subline cytotoxicity; KB-V1 MDR cells viability, CellTiter-Glo, 72 h; Potency, µM (series often up to 46.1 µM), for inactives: top-dose activity change, negative = cytotoxicity, usual class: cytotoxic; 3.4% of 400,000 active; AID 1347076; also: potency is read from the fitted curve at half-maximal effect; % is scaled to controls: 0 for no effect and ±100 for the full control effect; nearly all actives have a fitted effect of over 60% in size
#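 Readout: CellTiter-Glo luminescence, 10 min after addition. Cells: KB-V1 MDR subline, 72 h at 37 degrees C with compound. Analysis: corrected, normalized data fitted to concentration-effect curves.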
# SW480 rereplic: inducers of DNA re-replication in SW480 colon cancer cells | Potency, µM (series often up to 46.1 µM), for inactives: at the highest dose re-replication activation, most hits filed as activators | 1.8% of 340,000 active | AID 624297 | SW480 DNA re-replication, Hoechst DNA content imaging, 48 h; also: potency is read from the fitted curve at half-maximal effect; % of control where 0% means no effect; nearly all actives have a fitted effect of over 55% in size
#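 SW480 cells exposed to compounds for 48 hr at 37 C, 5% CO2, then Hoechst-stained 40 min. Nuclear DNA content imaged by fluorescence scanning (405 nm excitation, 500-530 nm emission); re-replication scored as increased high-intensity nuclei.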
# HT1080-NT tox: kills 2HG-producing HT-1080-NT fibrosarcoma cells | HT-1080-NT fibrosarcoma viability, CellTiter-Glo ATP luminescence, 48 h | Potency, µM (top dose mostly 46.1 µM), for the others: at the highest dose activity, negative = less viability, most hits filed as cytotoxic | 1.6% of 360,000 active | AID 686970;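 also: NT is the 2HG producing partner of a matched IDH1 knockdown line; potency is read from the fitted curve at half-maximal effect; 0% = DMSO-treated cells and -100% = media-only wells without cells; nearly all actives have a fitted effect of over 55% in size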
#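 HT-1080-NT; 750 cells/well; 5% FBS RPMI; 48 h compound, 37 degrees C; CellTiter-Glo luminescence; curve fitting and curve-class assignment.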
# MCF10A rerep: DNA re-replication induction in MCF 10a cells. Potency, µM (series often up to 46.1 µM), without a hit: at the top dose activity, positive = re-replication, most hits filed as activators. 2.9% of 350,000 active. MCF 10A DNA re-replication, Hoechst nuclear intensity, 48 h. AID 624296; also: potency is read from the fitted curve at half-maximal effect; % of control where 0% means no effect; nearly all actives have a fitted effect of over 50% in size
# IL1B secr inh: inflammasome signaling inhibition, IL-1 beta readout. THP-1 LPS/ATP IL-1B secretion, AlphaLISA, 16 h; hits give low values. activity change, % at 57.5 µM. 4.7% of 360,000 active. AID 743279; in the data active = activity change below about -50%; inconclusive = mostly about -30% to -49%; also: % is scaled to controls: 0 for no effect and ±100 for the full control effect
#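 THP-1 cells pretreated 1 hr with compounds (up to 57.5 uM final), then stimulated with LPS (250 ng/mL final) plus ATP (1.25 mM final); secreted IL-1B measured by AlphaLISA after 16 hr, decreased signal indicating inhibition.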
# ATXN2 expr inh: reduces ATXN2 reporter expression in HEK-293 cells; HEK-293 ATXN2-luciferase reporter, luminescence, 24 h; Potency, µM (top dose mostly 57 µM), inactives show at the highest dose activity change, negative = inhibition, usual class: inhibitors; 0.72% of 360,000 active; also: potency is read from the fitted curve at half-maximal effect; % is scaled to controls: 0 for no effect and ±100 for the full control effect; nearly all actives have a fitted effect of over 55% in size
#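 ATXN2-luciferase reporter cells (luciferase flanked by upstream and downstream ATXN2 gene portions) were treated 24 h at 37 °C with compounds at up to 57 uM. SteadyGlo luminescence gave expression; GF-AFC fluorescence gave viability.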
# WRN helicase inh: blocks human WRN helicase. Q14191. WRN helicase unwinding, fluorescent forked duplex, kinetic. Potency, µM (top dose mostly 114 µM), for inactives: at the highest dose activity change, negative = inhibition, actives largely listed as inhibitors. 0.46% of 360,000 active. AID 651768; also: potency is read from the fitted curve at half-maximal effect; % is scaled to controls: 0 for no effect and ±100 for the full control effect; nearly all actives have a fitted effect of over 55% in size
# Target sequence (Q14191 whole entry, looked up): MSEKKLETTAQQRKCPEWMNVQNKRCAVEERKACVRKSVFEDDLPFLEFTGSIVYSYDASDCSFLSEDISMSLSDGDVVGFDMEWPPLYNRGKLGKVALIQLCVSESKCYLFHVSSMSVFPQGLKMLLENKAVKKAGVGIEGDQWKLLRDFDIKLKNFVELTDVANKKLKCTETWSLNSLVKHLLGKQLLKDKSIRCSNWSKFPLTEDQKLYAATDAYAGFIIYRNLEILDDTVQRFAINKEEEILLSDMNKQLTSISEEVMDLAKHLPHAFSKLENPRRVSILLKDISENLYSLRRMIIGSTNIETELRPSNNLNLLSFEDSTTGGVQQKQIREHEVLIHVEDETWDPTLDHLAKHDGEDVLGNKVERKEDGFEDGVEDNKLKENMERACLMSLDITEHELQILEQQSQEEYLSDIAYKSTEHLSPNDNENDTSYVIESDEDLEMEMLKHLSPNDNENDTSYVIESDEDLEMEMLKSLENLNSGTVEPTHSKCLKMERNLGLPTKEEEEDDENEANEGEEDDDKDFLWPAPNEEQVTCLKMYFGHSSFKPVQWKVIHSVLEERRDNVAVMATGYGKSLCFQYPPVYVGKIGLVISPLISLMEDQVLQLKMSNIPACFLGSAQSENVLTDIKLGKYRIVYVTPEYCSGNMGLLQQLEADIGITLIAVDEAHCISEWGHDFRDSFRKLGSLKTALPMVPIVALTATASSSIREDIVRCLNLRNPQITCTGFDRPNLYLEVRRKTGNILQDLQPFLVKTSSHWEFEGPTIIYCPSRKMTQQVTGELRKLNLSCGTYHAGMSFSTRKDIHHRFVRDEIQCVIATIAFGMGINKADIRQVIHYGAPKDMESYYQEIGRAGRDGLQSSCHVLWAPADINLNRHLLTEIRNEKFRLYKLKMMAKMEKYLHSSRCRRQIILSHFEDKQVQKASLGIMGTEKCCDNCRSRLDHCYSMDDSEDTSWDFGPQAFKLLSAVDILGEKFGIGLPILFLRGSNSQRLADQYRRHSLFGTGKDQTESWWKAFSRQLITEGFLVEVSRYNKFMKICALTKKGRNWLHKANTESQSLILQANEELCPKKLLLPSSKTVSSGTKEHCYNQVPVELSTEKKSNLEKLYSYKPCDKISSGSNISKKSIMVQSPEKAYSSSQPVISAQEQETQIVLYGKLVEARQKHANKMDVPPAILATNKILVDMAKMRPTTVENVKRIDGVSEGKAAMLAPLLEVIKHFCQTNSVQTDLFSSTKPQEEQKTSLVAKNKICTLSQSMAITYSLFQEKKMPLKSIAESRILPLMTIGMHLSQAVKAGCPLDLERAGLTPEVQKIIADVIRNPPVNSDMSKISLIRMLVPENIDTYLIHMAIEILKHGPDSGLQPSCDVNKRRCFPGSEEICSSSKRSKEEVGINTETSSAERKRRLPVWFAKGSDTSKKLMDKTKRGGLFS
#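 Kinetic red-fluorescence monitoring (525/598 nm) tracks WRN helicase activity after 100 nM fluorophore-quencher forked duplex and 2 mM ATP are added to 20 nM enzyme pretreated 15 min at room temperature with compound.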
# HT1080 IDH1KD tx: kills HT-1080 cells with IDH1 knockdown | HT-1080 IDH1 knockdown viability, ATP luminescence, 48 h | Potency, µM (doses to about 46.1 µM), for the others: at the top dose activity, negative = toxicity, most hits filed as cytotoxic | 2% of 360,000 active | AID 686971;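 also: potency is read from the fitted curve at half-maximal effect; 0% = DMSO wells and -100% = cell-free medium wells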
#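 Knockdown cells (IDH1KD HT-1080) received compounds 2 h after plating at 750 cells/well and were kept 48 h at 37 °C in 5% FBS RPMI. A CellTiter-Glo luminescence read gave % activity for curve fitting.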
# KB-3-1 cytotox: KB-3-1 parental cell cytotoxicity. KB-3-1 viability, CellTiter-Glo ATP luminescence, 72 h. Potency, µM (highest dose often 46.1 µM), inactives show at the highest dose activity change, negative = cytotoxic, actives largely listed as cytotoxic. 1.4% of 400,000 active. AID 1347075; also: potency is read from the fitted curve at half-maximal effect; % is scaled to controls: 0 for no effect and ±100 for the full control effect; nearly all actives have a fitted effect of over 60% in size
#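 Luminescent ATP read-out (CellTiter-Glo) measures survival of drug-naive KB-3-1 cells after 72 h compound exposure at 37 °C. Titration series was screened from lowest to highest concentration, with DMSO vehicle plates as background controls.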
# The depositor's hits bear a star; ? = inconclusive; . = not tested or not shown; & = joins results of further samples; [ ] = remark or other dose. Unless noted, calls follow the shape of the dose curve; as a rule, active = well fitted curve in the direction sought with a large enough effect; inconclusive = small, poorly fitted or top-dose-only effect, or another doubt; inactive = no such curve, though single readings can be large; an effect the other way counts as inactive or inconclusive.
# Fields: KB-V1 cytotox, SW480 rereplic, HT1080-NT tox, MCF10A rerep, IL1B secr inh, ATXN2 expr inh, WRN helicase inh, HT1080 IDH1KD tx, KB-3-1 cytotox
COc1cccc2c1OC1(C)CC2NC(=O)N1c1cccc(C(=O)N2CCN(c3ccccn3)CC2)c1 (stereo not given)
  18%, 6%, 5%, -2%, -15, -1%, 2%, -1%, 9%
COc1ccc(OC)c(Nc2nc(NCc3ccco3)c3ccccc3n2)c1
  ?, ?, 21µM*, ?, -97*, 32µM*, ?, ?, -11%
COc1ccc(CN2CCN(CC3CC3)CC2CCO)c(C)c1C (stereo not given)
  -10%, -42%[inhibitor], -11%, 26µM*, -3, -10%, 5%, -9%, 3%
CCOC(=O)C1=C(C)N(C)C(C)=C(C(=O)OCC)C1c1ccc(Cl)cc1
  ?, ?, ?, 23µM*, ?, -16%, -9%, 23µM*, 9%
COC(=O)CSc1nc2ncc(Cl)cc2[nH]1
  5%, -1%, 5%, -26%, 33, 2%, -8%[57.1 µM], 4%, 6%
Cc1nc(N)sc1C(=O)N/N=C/c1ccc([N+](=O)[O-])cc1
  20%, -92%[inhibitor], 3%, 17%, 1, -25%, -11%, 15%, -4%
O=C(Nc1ccc(F)cc1)c1oc2ccccc2c1NC(=O)C1CCCC1
  13µM*, -9%, 24%, 9%, -7, -16%, 6%, ?, 0%
COc1ccc(C)cc1S(=O)(=O)N(C)CC(=O)N1CCCCCC1
  ?, 0%, -1%, -5%, -6, 7%, 4%, 2%, -1%
Cc1occc1C(=O)N1CCN(S(C)(=O)=O)CC1
  28%, 1%, 3%[9.24 µM], -3%, 2, 13%, 7%, -3%, 17%
CN1CCN(NC(=S)Nc2ccccc2)CC1
  0%, -97%[inhibitor], 12%, 2%, -3, -8%, 7%, 17%, 0%
Cc1ccc(S(=O)(=O)N2CCC(C(=O)NNC(=O)c3ccccc3)CC2)cc1
  1%, 8%, 1%, -16%, -12, -29%, -3%, -3%, 1%
CN(C)/C(=N\OC(=O)c1ccccc1)c1nonc1N
  18%, -2%, 3%, 0%, 23, -8%, 9%, 13%, 4%
Cc1cccc(C(=O)Nc2scc(-c3ccc(Br)cc3)c2C(=O)O)c1
  ?, -14%, ?, ?, ?, -18%, ?, ?, ?
O=C(NCc1ccccc1)c1c[nH]c2cc3c(cc2c1=O)OCCO3
  8%, 8%, -23%, -24%, -6, 16%, -13%, ?, 0%
N#CCCN(/N=C/c1cccnc1)C1=NS(=O)(=O)c2ccccc21
  19%, 0%, 7%, -1%, 29, -6%, -12%, 17%, 5%
CC(NC(=O)CSc1nnc(-c2cc3cc(Cl)ccc3o2)n1C)c1ccccc1 (stereo not given)
  -25%, -7%, -9%, 4%, -25, -33%, -1%, -7%, 0%
CCn1c(=N)n(CC(=O)c2cccc(OC)c2)c2ccccc21
  8.2µM*, 14%, -2%, ?, -63*, 28%, 2%, 1%, -23%
O=[N+]([O-])c1ccc(O)c(CSc2nnnn2-c2ccccc2)c1
  3%, 5%, -3%, 1%, 11, -5%, ?, 0%, 0%
Nc1nc(SCC(=O)NCCCO)nc2sc3c(c12)CCC3
  2%, -3%, 5%, -1%, -4, 0%, -13%, -2%, -12%
COc1ccc(C(=O)Nc2cc(C)nn2-c2nc3ccccc3[nH]2)c(OC)c1
  -32%, -44%[inhibitor], -15%, ?, -18, ?, -8%, -10%, -5%
N#Cc1ccsc1NC(=O)C1CCCN1S(=O)(=O)c1cccs1 (stereo not given)
  0%, -612%[inhibitor], 4%, 2%, 23, -12%, -4%, 2%, 3%
CCOc1ccc(C(=O)Nc2nncs2)cc1OCC
  -20%, 4%, -4%, -13%, ?, 5%, -20%, 0%, 10%
Cc1ccc(NC(=O)CSc2ccccc2NC(=O)c2ccccc2Cl)cc1Cl
  3.7µM*, 2%, -7%, 14%, 0, 2%, -14%, -7%, ?
CCC1(c2ccccc2)NC(=O)N(Cc2cccc([N+](=O)[O-])c2)C1=O (stereo not given)
  -21%, -31%, -6%, ?, 13, -3%, -5%, -4%, 3%
CCOc1ccccc1C(=O)Nc1ccc(C(=O)c2ccccc2)cc1
  -2%, ?, -12%, ?, -2, 101%[activator], -1%, 0%, ?
O=C(CN1CCOCC1)Nc1cc([N+](=O)[O-])ccc1Cl
  -2%, -3%, 6%, -8%, 8, 14%, -17%, 16%, -1%
CC(C)(C)c1cc(N)n(-c2ccc(C(=O)O)cc2)n1
  4%, 10%, 9%, 6%, 15, -19%, 6%, 6%, 1%
COc1ccccc1C(=O)N(C)c1nnc(-c2ccccc2)s1
  23%, 8%, 0%, 3%, ?, 15%, -4%, 7%, 5%
O=C(COc1cccc2cccnc12)N/N=C1\SCC(=O)N1CCc1ccccc1
  ?, -8%, 2%, 0%, 2, 3%, 3%, 6%, 18%
CC(C)CN1C(=O)C(=Nc2cccnc2)c2ccccc21
  ?, 23%, ?, 2%, 79, -10%, 7%, -1%, ?
O=C(/C=C/c1ccccc1)CC(=O)c1ccccc1O
  ?, ?, -17%, 13µM*, -15, ., -14%, 6%, 0%
COc1ccc(NC(=O)CCn2ccnc2)c(OC)c1
  24%, 0%, 20%, 1%, 23, -21%, 15%, 4%, -5%
N#Cc1c(Cn2cncn2)nc(=O)n(-c2ccccc2)c1N
  5%, -2%, 18%, 1%, -2, 0%, 1%, 4%, 5%
CSc1nc2c(c(=O)[nH]1)C(c1cccc(Cl)c1)CC(=O)N2 (stereo not given)
  0%, -9%, 11%, -1%, 5, -1%, -9%, 4%, 0%
Cc1nn(C)cc1CN(C)C(=O)c1ccc(OC2CCN(Cc3ccccn3)CC2)cc1
  -7%, 19%, 12%, 7%, 6, 5%, -4%, 7%, -5%
O=C(NC1CCCCC1)C(c1ccc2ncccc2c1)N(Cc1ccc(F)cc1)C(=O)c1ccc2c(c1)OCCO2 (stereo not given)
  ?, -4%, -28%, 8%, -24, -19%, -12%, -11%, -1%
O=C(CSc1nnc2ccccn12)NNC(=O)c1ccc(Br)cc1
  ?, -4%, -1%, 0%, -16, 0%, -3%, 3%, 17%
CCN(CC)CCNC(=O)c1sc2ncn(CC(=O)Nc3ccc(C)c(Cl)c3)c(=O)c2c1C
  1%, ?, ?, ?, -76*, -4%, 11%, ?, 3%
COc1cc(SC)ccc1C(=O)Nc1cccc(C2OCCCO2)c1
  -13%, -3%, 7%, 8%, ?, 49%[activator], -7%, 6%, 7%
N#CCCN(CCC#N)S(=O)(=O)c1ccc(C(=O)Nc2nc(-c3ccccc3)c(C(=O)c3ccccc3)s2)cc1
  3%, -14%, 0%, ?, 78, ., 2%, 6%, -2%
COc1ccc(-c2csc(=Nc3c(C)n(C)n(-c4ccccc4)c3=O)n2C(C)(C)C)cc1
  -7%, -5%, -1%, 4%, -6, -15%, -2%, -4%, 3%
CCSC1=N/C(=C/c2ccsc2)C(=O)N1c1ccccc1
  ?, 2%, 2%, ?, -3, 3%, -8%, -14%, ?
CC1(C)CC(=O)C2=C(C1)N(Cc1ccco1)C(=O)C2(NC(=O)C1CCCCC1)C(F)(F)F (stereo not given)
  ?, 15%, ?, 1%, -1, 3%, -8%, -3%, -4%
COc1ccccc1NC(=O)C(Sc1ccccc1)c1ccccc1 (stereo not given)
  ?, 16%, 0%, ?, 17, 10%, -10%, -17%, 4%
COc1ccc(C2c3[nH]c4ccccc4c3C[C@H]3C(=O)N(CCCO)CC(=O)N23)cc1OC (stereo not given in full)
  -14%, 1%, -14%, 0%, 18, 6%, 1%, -10%, -3%
CC[C@]12c3[nH]c4ccccc4c3CCN1C(=O)C(CC(=O)NCCCN(C)C)C[C@@H]2C(=O)N1CCN(C(=O)C2CC2)CC1 (stereo not given in full)
  0%, ?, -3%, -1%, 3, 1%, -1%, 2%, 0%
Cc1ccccc1NC(=S)N1CCN(Cc2ccccc2)CC1
  -9%, 5%, -7%, -22%, ?, -6%, -8%, -2%, -11%
CCc1ccc(C(=O)COC(=O)c2cc([N+](=O)[O-])ccc2N2CCOCC2)cc1
  6.5µM*, 10µM*, 9.2µM*, 4.6µM*, -15, ?, -6%, 8.2µM*, ?
CC(=O)NCCC(=O)Nc1sc2c(c1-c1nc3ccccc3[nH]1)CCCC2
  -24%, -1%[9.22 µM], -2%, 14%, -17, 1%, -8%, -3%, ?
Cc1ccccc1-c1noc(C(C)NC(=O)c2ccco2)n1 (stereo not given)
  -16%&6%, -2%, 3%, -4%, 2, -1%&8%, 4%, 0%, ?
CCCC(C)(C)C(=O)N1CCC1(C)C(=O)NS(=O)(=O)c1ccc(Cl)cc1 (stereo not given)
  1%, ., 7%, ., 33, 11%, 3%, ?, 0%
O=C1NCC(O)=C1C=NC12CC3CC(CC(C3)C1)C2
  -9%&-17%, ?, 7%&-1%, 15µM*, -16&-17, 15%&1%, -7%&-7%, -16%&-2%, 2%&16%
CCN(CC)CCCNC(=O)C1CCN(C(=O)c2cc3sccc3n2Cc2ccc(F)cc2)CC1
  7%, 19%, ?, ?, -1, 6%, -1%, ?, -4%
O=C(Nc1ccccc1)C1=C[C@@H](c2csc3ccccc23)C[C@@H](OCc2ccc(CO)cc2)O1
  ?, ?, -15%, ?, 4, ?, -5%, -19%, ?
S=c1sc2c(N3CCOCC3)ncnc2n1-c1ccccc1
  22%, 3%, 8%, -2%, 3, 10%, 3%, 11%, 5%
O=C(Nc1cccc(-c2cccc(Cl)c2)c1)C1CCN(Cc2nccs2)CC1
  ?, ., -23%, ., -26, ., 5%, ?, -19%
Cc1ccc(S(=O)(=O)c2c(C)cc(C)nc2Oc2cccc(C(F)(F)F)c2)cc1
  -34%, 5%, 8%, ?, -20, -8%, -6%, 3%, -8%
Cc1noc(C)c1S(=O)(=O)N1CCC(C(=O)N2CCN(C(=O)c3ccco3)CC2)CC1
  1%, -7%, 14%, -1%, 13, 5%, 7%, 19%, 15%
